M. tuberculosis HTS – M. tuberculosis growth inhibition, HTS (AID 449762). inhibition, % at 25 µM; hits with a dose series show IC50 in µM. 0.59% of 330,000 active. M. tuberculosis H37Rv growth inhibition, 7H9 media; higher % means a stronger effect; in the data active means a potency from the dose series; inconclusive means inhibition above about 70% without an active follow-up result;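 further: bacterial growth assessed after seven days of incubation; strong numbers were not always called active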
influenza NS1A – NS1A inhibition, H1N1 influenza, cell based functional assay (AID 504329); 0.3% of 340,000 active; NS1A functional cell-based assay, percent inhibition; higher % means a stronger effect; inhibition, % at 12.5 µM; hits with a dose series show IC50 in µM; in the data active means a potency from the dose series; inconclusive means inhibition above about 27% without an active follow-up result; further: strong numbers were not always called active
inhibitors of VEEV – inhibitors of VEEV TC-83 cytopathic effect, confirmation, Vero cells (AID 588727) | Vero cells, VEEV TC-83 cytopathic effect inhibition; higher % means a stronger effect | inhibition, % at 20 µM, or IC50 in µM where a hit was titrated | 0.13% of 350,000 active; in the data active means a potency from the dose series; inconclusive means inhibition mostly from about 14% at the one dose, without a potency; inactive means the rest, 99 in 100 with inhibition below about 12%; further: strong numbers were not always called active
PhoP GFP inhibition – PhoP regulon inhibitors, Salmonella typhi PhoP promoter GFP reporter, confirmatory (AID 1850). Salmonella Typhi PhoP-promoter GFP reporter, fluorescence, 4 h; higher % means a stronger effect. 0.33% of 310,000 active. one-dose inhibition, % at 50 µM; IC50 in µM for titrated hits; in the data active means a potency from the dose series; inconclusive means inhibition mostly from about 25% at the one dose, without a potency; inactive means the rest, 99 in 100 with inhibition below about 19%;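 further: 0% = induced wells with vehicle and 100% = uninduced wells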
tuberculosis growth – growth inhibition of non-replicating M. tuberculosis (AID 488890); Mycobacterium tuberculosis non-replicating, growth inhibition; higher % means a stronger effect; one-dose inhibition, % at 25 µM; IC50 in µM for titrated hits; 0.39% of 320,000 active; in the data active means a potency from the dose series; inconclusive means inhibition mostly from about 82% at the one dose, without a potency; inactive means the rest, 99 in 100 with inhibition below about 76%;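 further: plate controls were DMSO cells for no effect and high antibiotic wells for full effect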
* = called active by the depositor.

How did COc1cccc(C(O)CC(N)=O)c1 (centres undefined) do in these assays?
M. tuberculosis HTS: 3%; influenza NS1A: 0%; inhibitors of VEEV: 1.6%; PhoP GFP inhibition: -2%; tuberculosis growth: 1%

What do the screens show for `Cc1csc(NC(=O)c2ccc3c(c2)OCO3)n1`?
M. tuberculosis HTS: 6%; influenza NS1A: -2%; inhibitors of VEEV: 2.5%; PhoP GFP inhibition: -5%; tuberculosis growth: 13%

What do the screens show for `Cc1ccc([C@@H]2[C@@H]3C(=O)N(C)C(=O)[C@@H]3[C@]3(C)C(=O)N(CC4CC4)CC(=O)N23)o1`?
M. tuberculosis HTS: -1%; influenza NS1A: 5%; inhibitors of VEEV: 1.1%; PhoP GFP inhibition: -1%; tuberculosis growth: -5%

How did CC(C)C[C@H](NC(=O)c1[nH]cnc1C(=O)N[C@@H](Cc1ccccc1)C(=O)OC(C)(C)C)C(=O)OC(C)(C)C do in these assays?
M. tuberculosis HTS: 7%; influenza NS1A: 2%; inhibitors of VEEV: 10%; PhoP GFP inhibition: -19%; tuberculosis growth: -4%

How did Fc1cccc(Nc2ncnc3c2cnn3-c2ccccc2)c1 do in these assays?
M. tuberculosis HTS: 10%; influenza NS1A: 29%; inhibitors of VEEV: 7.7%; PhoP GFP inhibition: -8%

What do the screens show for `CCC(=O)c1ccc(OCC(=O)OCC(=O)N2CCc3ccccc3C2)cc1`?
M. tuberculosis HTS: -2%; influenza NS1A: 4%; inhibitors of VEEV: 0.6%; tuberculosis growth: inactive

What do the screens show for `Cc1c(N2C(=O)C3C4C=CC(C4)C3C2=O)c(=O)n(-c2ccccc2)n1C` (centres undefined)?
M. tuberculosis HTS: -7%; influenza NS1A: -9%; inhibitors of VEEV: inactive; PhoP GFP inhibition: 6%; tuberculosis growth: -16%

What do the screens show for `CCN(c1ccccc1)S(=O)(=O)c1cccc(C(=O)OCC(=O)Nc2ccc(NC(C)=O)cc2)c1`?
M. tuberculosis HTS: 12%; influenza NS1A: -8%; inhibitors of VEEV: 2.6%; tuberculosis growth: 0%

What do the screens show for `CCN1CCN(C(=O)c2ccc(OC3CCN(CCc4ccccc4)CC3)cc2)[C@@H](C)C1=O`?
M. tuberculosis HTS: -9%; influenza NS1A: -2%; inhibitors of VEEV: 2.8%; PhoP GFP inhibition: -6%; tuberculosis growth: -9%

How did O=C1CNC(=O)/C(=C\c2ccccc2)N1 do in these assays?
M. tuberculosis HTS: 3%; influenza NS1A: -1%; inhibitors of VEEV: 0.6%; PhoP GFP inhibition: -14%; tuberculosis growth: -14%

What do the screens show for `Cc1nc(C)c(-c2csc(Nc3ccc(O)c(C(=O)O)c3)n2)s1`?
M. tuberculosis HTS: -2%; influenza NS1A: -1%; inhibitors of VEEV: 0.3%; PhoP GFP inhibition: -2%; tuberculosis growth: 36%

What do the screens show for `O=C(NC(=S)Nc1cc(S(=O)(=O)N2CCOCC2)ccc1O)c1ccco1`?
M. tuberculosis HTS: 3%; influenza NS1A: 2%; inhibitors of VEEV: inactive; PhoP GFP inhibition: -13%; tuberculosis growth: 74%

Results for NNC(=O)c1cc(Br)cs1 ?
M. tuberculosis HTS: 0%; influenza NS1A: -4%; inhibitors of VEEV: 2.3%; PhoP GFP inhibition: -7%; tuberculosis growth: 28%

How did CCCCCCCCn1ccc(=N)cc1 do in these assays?
M. tuberculosis HTS: -5%; influenza NS1A: 22%; inhibitors of VEEV: inactive; PhoP GFP inhibition: 24%; tuberculosis growth: 18%

What do the screens show for `COc1ccc(-c2nnn(CC(=O)NC3CCCc4ccccc43)n2)cc1OC` (centres undefined)?
M. tuberculosis HTS: 3%; influenza NS1A: -4%; inhibitors of VEEV: inactive; PhoP GFP inhibition: -1%; tuberculosis growth: -5%

What do the screens show for `CNc1ccc(/C=C2\CSc3ccccc3C2=O)cc1[N+](=O)[O-]`?
M. tuberculosis HTS: 7%; influenza NS1A: 14%; inhibitors of VEEV: 11%; PhoP GFP inhibition: -5%; tuberculosis growth: 10%

How did C/C(O)=C(\C#N)C(=O)Nc1cc(Br)ccc1Br do in these assays?
M. tuberculosis HTS: 2%; influenza NS1A: 0%; inhibitors of VEEV: 1.6%; PhoP GFP inhibition: -24%; tuberculosis growth: 0%

How did CCOC(=O)c1c(NC(=O)COC(=O)Cn2cnc3ccccc32)sc2c1CCC(C)C2 (centres undefined) do in these assays?
M. tuberculosis HTS: -6%; influenza NS1A: 14%; inhibitors of VEEV: 2.0%; PhoP GFP inhibition: -6%; tuberculosis growth: -9%

Results for O=C(NC1CCCC1)c1ccc(Br)s1 ?
M. tuberculosis HTS: 0%; influenza NS1A: 20%; inhibitors of VEEV: 5.5%; PhoP GFP inhibition: 20µM*; tuberculosis growth: 76%

Results for CCC(C)(C)n1nnnc1C(c1cccnc1)N1CCCc2ccccc21 (centres undefined) ?
M. tuberculosis HTS: 0%; influenza NS1A: -2%; inhibitors of VEEV: inactive; PhoP GFP inhibition: -8%; tuberculosis growth: 14%

How did O=C(Nc1cccc(NC(=O)c2cccnc2)c1)c1ccccc1 do in these assays?
M. tuberculosis HTS: -14%; influenza NS1A: 7%; inhibitors of VEEV: 10%; PhoP GFP inhibition: -6%; tuberculosis growth: -11%

What do the screens show for `CC(C)C(OC(=O)C1=Cc2ccccc2OC1)C(=O)NCC1CCCO1` (centres undefined)?
influenza NS1A: -4%; inhibitors of VEEV: 0.5%

How did O=C(NC1CC1)c1ccc2c(c1)ncn2C1CCCC1 do in these assays?
M. tuberculosis HTS: -6%; influenza NS1A: -4%; inhibitors of VEEV: 1.0%; PhoP GFP inhibition: -4%; tuberculosis growth: -7%

How did OCC1OC(n2cnc3c(SCc4ccccc4)nc(F)nc32)C(O)C1O (centres undefined) do in these assays?
influenza NS1A: 7%; inhibitors of VEEV: 1.6%

How did O=C(OC1CCOC1=O)c1cc(S(=O)(=O)N2CCOCC2)c(Cl)cc1Cl (centres undefined) do in these assays?
M. tuberculosis HTS: -7%; influenza NS1A: -5%; inhibitors of VEEV: 2.0%; tuberculosis growth: -8%

Results for COc1cccc(C(=O)Nc2nc3c(c(=O)[nH]2)CCCC3)c1 ?
M. tuberculosis HTS: -3%; influenza NS1A: 0%; inhibitors of VEEV: 2.3%; PhoP GFP inhibition: 3%; tuberculosis growth: 1%

What do the screens show for `CC1CN(Cc2nc3c(c(=O)n(C)c(=O)n3C)n2CC(=O)c2ccccc2)CC(C)O1` (centres undefined)?
M. tuberculosis HTS: -2%; influenza NS1A: 0%; inhibitors of VEEV: 1.8%; PhoP GFP inhibition: -4%; tuberculosis growth: 1%

What do the screens show for `COc1ccc(S(=O)(=O)Nc2ccccc2C(=O)N2CCOCC2)cc1F`?
M. tuberculosis HTS: -2%; influenza NS1A: -7%; inhibitors of VEEV: 1.6%; PhoP GFP inhibition: -7%; tuberculosis growth: -30%

What do the screens show for `COc1ccc(OC)c(NS(=O)(=O)c2c(C(=O)N3CCCCCC3)c(C)n(C)c2C)c1`?
M. tuberculosis HTS: 9%; influenza NS1A: 1%; inhibitors of VEEV: 1.5%; PhoP GFP inhibition: -24%; tuberculosis growth: -3%

How did CC1CCCC(NC(=O)CCNC(=O)c2ccc(Cl)cc2)C1C (centres undefined) do in these assays?
M. tuberculosis HTS: -5%; influenza NS1A: 0%; inhibitors of VEEV: inactive; PhoP GFP inhibition: 8%; tuberculosis growth: -9%

Results for O=C(OCC(=O)C12CC3CC(CC(C3)C1)C2)c1cccnc1Cl ?
M. tuberculosis HTS: -12%; influenza NS1A: 4%; inhibitors of VEEV: 1.9%; PhoP GFP inhibition: -5%; tuberculosis growth: 68%

How did O=C(O)c1cccc(N/N=C/c2cccc3ccccc23)c1 do in these assays?
M. tuberculosis HTS: 13%; influenza NS1A: -1%; inhibitors of VEEV: 0.3%; PhoP GFP inhibition: 2%; tuberculosis growth: -19%

How did CC1Oc2ccccc2N(CC(=O)NC2CC2)C1=O (centres undefined) do in these assays?
M. tuberculosis HTS: 1%; influenza NS1A: 2%; inhibitors of VEEV: 0.1%; PhoP GFP inhibition: 9%; tuberculosis growth: -5%

How did COc1cccc(C2c3[nH]c4ccccc4c3C[C@H]3C(=O)N(c4ccccc4C(=O)N4CCC(C(=O)O)CC4)C(=O)N23)c1 (some centres undefined) do in these assays?
M. tuberculosis HTS: -7%; influenza NS1A: -1%; inhibitors of VEEV: 1.2%; PhoP GFP inhibition: -4%; tuberculosis growth: 15%

What do the screens show for `Cc1nnc(N2CCOCC2)c2nn(-c3cccc(Cl)c3)c(C)c12`?
M. tuberculosis HTS: 5%; influenza NS1A: 17%; inhibitors of VEEV: inactive; PhoP GFP inhibition: 5%; tuberculosis growth: -20%

What do the screens show for `COC(=O)c1c(-c2ccc(C(C)(C)C)cc2)csc1NC(=O)C1C2CCC(O2)C1C(=O)O` (centres undefined)?
M. tuberculosis HTS: -2%; influenza NS1A: 10%; inhibitors of VEEV: 0.4%; PhoP GFP inhibition: 8%; tuberculosis growth: 68%

What do the screens show for `COc1ccccc1NC(=O)c1ccc(S(=O)(=O)N2CCC(C)CC2)cc1`?
M. tuberculosis HTS: 13%; influenza NS1A: 5%; inhibitors of VEEV: 3.1%; PhoP GFP inhibition: -27%; tuberculosis growth: 8%

Results for Cn1c(-c2csc(-c3ccccc3)n2)n[nH]c1=S ?
M. tuberculosis HTS: 33%; influenza NS1A: -3%; inhibitors of VEEV: 4.3%; PhoP GFP inhibition: -2%; tuberculosis growth: 14%

Results for COC(=O)Nc1nnc(CC(=O)Nc2ccccc2C)s1 ?
M. tuberculosis HTS: -3%; influenza NS1A: 7%; inhibitors of VEEV: 1.7%; PhoP GFP inhibition: 0%; tuberculosis growth: -4%

How did CC(=O)Oc1ccccc1/C=C/c1nc2ccccc2c(=O)o1 do in these assays?
M. tuberculosis HTS: 48%; influenza NS1A: -9%; inhibitors of VEEV: 0.8%; PhoP GFP inhibition: 6%; tuberculosis growth: inconclusive

What do the screens show for `C/C(CC(=O)NCc1ccco1)=N\NC(=O)COc1ccc(C)cc1`?
M. tuberculosis HTS: -6%; influenza NS1A: -7%; inhibitors of VEEV: 1.1%; PhoP GFP inhibition: 0%; tuberculosis growth: -6%

Results for CN(C)CCC(=O)C(Cc1ccccc1)c1ccccc1 (centres undefined) ?
M. tuberculosis HTS: inconclusive; influenza NS1A: 9%; inhibitors of VEEV: 54%; PhoP GFP inhibition: 7%; tuberculosis growth: inconclusive

What do the screens show for `CCCCn1c(N)c(N(CCOC)C(=O)c2ccc(N3C(=O)c4ccccc4C3=O)cc2)c(=O)[nH]c1=O`?
influenza NS1A: -3%; inhibitors of VEEV: 1.1%

How did Cc1cccnc1NC(=O)Cn1nc(-c2ccccc2)oc1=S do in these assays?
M. tuberculosis HTS: -5%; influenza NS1A: 27%; inhibitors of VEEV: 1.6%; PhoP GFP inhibition: 7%; tuberculosis growth: 22%

How did O=C1[C@@H](Oc2ccccc2)[C@@H](c2ccccc2)N1c1cccnc1 do in these assays?
influenza NS1A: -2%; inhibitors of VEEV: 0.8%

Molecules listed so far that contain an aryl methoxy group:
How did COc1cccc(C(O)CC(N)=O)c1 (centres undefined) do in these assays?
M. tuberculosis HTS: 3%; influenza NS1A: 0%; inhibitors of VEEV: 1.6%; PhoP GFP inhibition: -2%; tuberculosis growth: 1%

What do the screens show for `COc1ccc(-c2nnn(CC(=O)NC3CCCc4ccccc43)n2)cc1OC` (centres undefined)?
M. tuberculosis HTS: 3%; influenza NS1A: -4%; inhibitors of VEEV: inactive; PhoP GFP inhibition: -1%; tuberculosis growth: -5%

Results for COc1cccc(C(=O)Nc2nc3c(c(=O)[nH]2)CCCC3)c1 ?
M. tuberculosis HTS: -3%; influenza NS1A: 0%; inhibitors of VEEV: 2.3%; PhoP GFP inhibition: 3%; tuberculosis growth: 1%

What do the screens show for `COc1ccc(S(=O)(=O)Nc2ccccc2C(=O)N2CCOCC2)cc1F`?
M. tuberculosis HTS: -2%; influenza NS1A: -7%; inhibitors of VEEV: 1.6%; PhoP GFP inhibition: -7%; tuberculosis growth: -30%

What do the screens show for `COc1ccc(OC)c(NS(=O)(=O)c2c(C(=O)N3CCCCCC3)c(C)n(C)c2C)c1`?
M. tuberculosis HTS: 9%; influenza NS1A: 1%; inhibitors of VEEV: 1.5%; PhoP GFP inhibition: -24%; tuberculosis growth: -3%

How did COc1cccc(C2c3[nH]c4ccccc4c3C[C@H]3C(=O)N(c4ccccc4C(=O)N4CCC(C(=O)O)CC4)C(=O)N23)c1 (some centres undefined) do in these assays?
M. tuberculosis HTS: -7%; influenza NS1A: -1%; inhibitors of VEEV: 1.2%; PhoP GFP inhibition: -4%; tuberculosis growth: 15%

What do the screens show for `COc1ccccc1NC(=O)c1ccc(S(=O)(=O)N2CCC(C)CC2)cc1`?
M. tuberculosis HTS: 13%; influenza NS1A: 5%; inhibitors of VEEV: 3.1%; PhoP GFP inhibition: -27%; tuberculosis growth: 8%

Assay outcomes: PubChem BioAssay, Southern Research Specialized Biocontainment Screening Center
